# Bioassay records: PubChem, several laboratories
# NR2E3 ag-1 = inhibitors of NR2E3-RetCOR corepressor binding, primary screen, NR2E3 agonist project, biochemical, TR-FRET, GST-NR2E3, biotin-RetCOR; Photoreceptor-specific nuclear receptor (Homo sapiens), Q9Y5X4; inhibition of corepressor binding, % at 4.78 µM; 0.12% of 320,000 active; 1536-well; AID 2300, 2010;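 active means percent inhibition above the cutoff of mean plus 3 SD of all tested compounds, set per screening campaign, cut at about 20% in these data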;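 further: 0% = DMSO wells and 100% = biotin wells as full block of FRET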
# Target sequence (Q9Y5X4 whole entry, looked up): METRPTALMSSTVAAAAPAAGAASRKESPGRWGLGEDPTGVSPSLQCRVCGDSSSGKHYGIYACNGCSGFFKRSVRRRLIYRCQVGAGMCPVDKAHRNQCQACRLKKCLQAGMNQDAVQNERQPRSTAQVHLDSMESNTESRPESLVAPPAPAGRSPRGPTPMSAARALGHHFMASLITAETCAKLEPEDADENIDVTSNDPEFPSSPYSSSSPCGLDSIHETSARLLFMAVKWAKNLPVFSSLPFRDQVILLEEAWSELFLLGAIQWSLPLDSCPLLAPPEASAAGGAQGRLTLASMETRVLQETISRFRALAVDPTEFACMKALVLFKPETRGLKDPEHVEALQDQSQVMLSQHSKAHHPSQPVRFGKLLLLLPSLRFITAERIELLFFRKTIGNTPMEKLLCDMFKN
#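 Material: NR2E3–RetCOR corepressor complex | Quantity: 1.35 nM GST-tagged NR2E3 final | Schedule: 5 h at 4 °C | Replication: Singlicate compound wells | Reagent: RetCOR corepressor, biotinylated, 7 nM | Controls: Biotin wells as high control, 0.6% DMSO wells as low control | Signal: TR-FRET, Eu(K)-anti-GST donor, streptavidin-D2 acceptor, ex 340, em 617/671 nm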
# HIF-2a inh = HIF-2a reporter inhibitors, primary screen, luminescence, 786-0 RCC cells; 0.72% of 360,000 active; AID 624352, 2012; inhibition, % at 18.8 µM; 786-0 RCC cells HIF-2a reporter, luciferase luminescence, overnight;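 active means inhibition of the luminescence signal of 40% or more relative to plate controls, in a single-dose primary screen at 18.75 µM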
# Shn3 3UTR inh = reduction of Shn3 3'UTR firefly luciferase signal, primary screen, Schnurri-3 inhibitor project, cell-based, Clone20 osteoblasts, set 2; 0.52% of 360,000 active; inhibition, % at 12.5 µM; Clone20 osteoblast Shn3 3'UTR firefly luciferase, 24 h;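 active means mean inhibition of at least 75% with every replicate also reaching 75%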;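 further: 0% = median of neutral control wells and 100% = pilot-screen positive control compound; some compounds past the cut are filed as inactive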
# KKLEB tox = cytotoxicity in KKLEB CF airway cells, primary screen, cytotoxicity control for CF NF-kB inhibitor project, cell-based, uHTS, fluorescence assay plates. KKLEB CF airway cells viability, ATPlite luminescence, overnight; stronger effect = lower value; cells stimulated with P. aeruginosa culture filtrate. AID 602141, 2011. 0.36% of 360,000 active. activity change (cytotoxicity), % at 5 µM;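 active means corrected activity change at or below -50% at 5 µM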
# CF NFkB inh = inhibitors of PAF-induced NF-kB signaling, primary screen, cell-based, GFP fluorescence, uHTS. KKLEB NF-kB-GFP reporter, GFP fluorescence overnight. inhibition, % at 5 µM. 0.86% of 360,000 active. AID 588850, 2011;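 active means at least 50% inhibition at 5 µM, scaled per plate between neutral and stimulator controls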;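 further: PAF is a Pseudomonas aeruginosa culture filtrate used as stimulus; plate controls were PAF-stimulated DMSO wells for no effect and unstimulated DMSO wells for full effect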
# TRPM1 prom inh = inhibitors of MITF-dependent TRPM1 promoter reporter, primary screen, cell-based, SK-MEL-5, single point, luciferase | inhibition, % at 12.5 µM | AID 488899, 2010 | SK-MEL-5 TRPM1 promoter luciferase, 24 h | 0.83% of 330,000 active;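 active means mean inhibition across replicates of 60% or more, whatever share of single replicates reaches that level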; further: values of inactives mirror those of a sister screen read the other way
# TROY NFkB inh = inhibitors of TROY-driven NF-kB signaling, primary screen, Q293 LMP1-TROYcd cells, NF-kB luciferase, uHTS | AID 1347056, 2019 | inhibition, % at 10 µM | 0.98% of 360,000 active | Q293 LMP1-TROYcd NF-kB luciferase reporter, 4 h;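 active means compounds whose plate-normalised and pattern-corrected inhibition of the luciferase reporter signal at the single screening dose is 50% or more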
# TWEAK-Fn14 inh = inhibitors of TWEAK-Fn14 signaling, primary screen, luciferase reporter cells, uHTS; 2% of 360,000 active; TWEAK-stimulated Fn14 reporter cells, luciferase luminescence, 8 h; inhibition, % at 10 µM; in the data active means inhibition above about 50%
# Peg3 prom inh = Peg3 promoter-driven luciferase inhibitors, primary screen, cell-based, HeLa, luciferase luminescence; HeLa PEG-Prom luciferase reporter, overnight; inhibition, % at 20 µM; 1.7% of 360,000 active;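 active means inhibition of at least 50% at 20 µM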
# C8 TRAIL sens = viability loss with TRAIL in NB7+C8 cells, primary screen, TRAIL sensitizer project, cell-based, ATPlite luminescence; inhibition (viability loss, TRAIL sensitization), % at 10 µM; 1% of 360,000 active; AID 624354, 2012;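 active means compounds causing at least 50% loss of cell viability in the single-dose screen, relative to plate controls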
# NR2E3 ag-2 = NR2E3 agonists in two-hybrid cells, primary screen, cell-based, luminescence, CHO-S, Gal4-NCOR/VP16-NR2E3; luciferase; AID 602229, 2012; inhibition of corepressor binding, % at 3.98 µM; Photoreceptor-specific nuclear receptor (Homo sapiens), Q9Y5X4; 0.35% of 360,000 active;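 active means inhibition above the mean of all tested compounds plus 3 SD, cut at about 70% in these data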;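 further: 0% = DMSO with NR2E3 transfected cells and 100% = cells lacking NR2E3 construct; higher means lower luciferase signal from less NR2E3 corepressor binding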
# Numbers without * were called inactive; · = no result given; & = joins results of further samples.
SMILES,NR2E3 ag-1,HIF-2a inh,Shn3 3UTR inh,KKLEB tox,CF NFkB inh,TRPM1 prom inh,TROY NFkB inh,TWEAK-Fn14 inh,Peg3 prom inh,C8 TRAIL sens,NR2E3 ag-2
Cc1c(C(=O)OCC[N+]2(C)CCCCC2)oc2ccccc12,5,10,-4,6,-3,4,0,-8,-2,-5,23
Cc1nn(CC(=O)NCCc2ccc(Cl)cc2Cl)c(C)c1[N+](=O)[O-],-5,14,1,-11,9,-2,-7,-6,14,-8,1
Cc1cc(N2CCOCC2)n2ncc(-c3ccccc3Cl)c2n1,·,-270,-58,-7,15,-75,-8,1,-339,25,-146
O=C(Cn1cnc2ccccc2c1=O)Nc1ccc(N2CCOCC2)cc1,-1,1,-5,2,12,-3,-3,0,6,-17,-13
CN(Cc1cccc2ncccc12)C(=O)CC1C(=O)NCCN1Cc1ccc(F)cc1 (stereo not drawn),4,14,-11,-10,10,-6,3,-2,15,-1,-36
Cc1ccc(S(=O)(=O)NC(C)(C)CSc2ncccn2)cc1,2,15,9,-10,8,11,13,-16,20,4,2
COCCNC(=S)NNc1ccc(Cl)c(C(=O)O)c1,-4,13,13,2,0,3,-11,9,12,3,-1
COc1ccc(OC)c(-c2nnc3n2N=C(c2ccc(OC)c(OC4CCOC4)c2)CS3)c1 (stereo not drawn),·,20,12,-10,54*,71*,27,22,2,-1,12
O=C1c2ccccc2NC(c2cn[nH]c2-c2ccccc2)N1O (stereo not drawn),0,-12,-6,-8,-3,6,-15,-1,-2,-3,-17
COCCCNc1nc(N)c([N+](=O)[O-])c(NCC2CCCO2)n1 (stereo not drawn),-1,-4,1,-2,10,-5,-16,-7,11,-8,-11
O=C(c1ccc(F)cc1)N1CCCC(c2nc(-c3ccncc3)no2)C1 (stereo not drawn),3,4,-3,19,-2,3,4,15,11,-10,1
COc1ccc(CCn2c(-c3cc([N+](=O)[O-])cc([N+](=O)[O-])c3)nc3nc4ccccc4nc32)cc1,0,12,-12,6,-8,7,-9,-17,2,-18,-33
CCOC(=O)c1c(NCC2CCCO2)c2ccccc2[nH]c1=O (stereo not drawn),-1,-49,-69,-6,1,-37,-53,-28,-68,-10,16
O=S(=O)(NCc1ccc2c(c1)OCO2)c1ccc2oc3ccccc3c2c1,0,-5,-11,-3,1,15,15,-5,14,-2,19
C/C=C/c1ccc(OCCOc2ccc(C=O)cc2)c(OC)c1,2,-41,12,-2,7,-30,-48,-15,-48,-2,-29
CCOCc1nnc(NC(=O)c2c(OC)cccc2OC)s1,0,4,-6,14,-32,1,7,-19,4,7,0
Cn1c(SCC(N)=O)nnc1C1CCN(C(=O)NCc2ccccc2)CC1,5,6,0,-7,0,5,-3,10,2,-12,-2
CC(Oc1ccc2c(-c3ccccc3)cc(=O)oc2c1)C(=O)NCC1CCC(C(=O)O)CC1 (stereo not drawn),1&-2,-22&-3,-4&-2,0&14,6&2,5&9,-12&-9,-10&-3,5&19,-4&-4,-7&-25
Cc1cc(C)nc(N/N=C/C=C/c2ccccc2)n1,-5,-120,-18,-15,1,-15,-31,-13,-54,-4,-19
CC1C(=O)N2CCCc3cc(S(=O)(=O)N4CCN(c5cccc(Cl)c5)CC4)cc1c32 (stereo not drawn),-5,-3,23,31,0,-3,8,6,7,19,14
NC(=S)NNC(=O)c1ccccc1Cl,2,22,20,-7,7,-6,9,20,2,-4,12
Cc1cc(C)cc(NC(=O)C2CCCN2S(=O)(=O)c2cccc3cccnc23)c1 (stereo not drawn),5,23,7,-6,0,8,-17,-29,0,14,-25
Cc1ccc(NC(=O)N2CCC(NC(=O)c3ccco3)CC2)cc1,-3,5,-10,9,-10,4,-21,16,5,0,7
CCOC(=O)C1(C)CCCN1C(=O)c1ccc(F)c(Cl)c1 (stereo not drawn),·,0,-10,-9,-11,·,-17,4,10,9,2
CCN(CC(=O)N1CCN(c2ccccc2)CC1)S(=O)(=O)c1ccc(C)cc1,2,20,1,9,4,11,-1,12,14,5,-2
c1cn(CCCNC2CCCCCCC2)cn1,4,9,·,7,-10,-7,0,3,1,-4,-1
Cc1nn(C)c(C)c1/C=N/N=C1\CCC2C3CCc4cc(O)ccc4C3CCC12C (stereo not drawn),2,7,44,-4,-13,-7,-17,-9,-5,8,-7
COc1cccc(N2C(=O)CC(N3CCC(C(N)=O)(N4CCCCC4)CC3)C2=O)c1 (stereo not drawn),-1,16,10,5,0,10,-8,-11,6,25,-26
Cc1nc2ccc(NC(=O)c3ccc(Br)o3)cc2s1,0,-329,-132,0,7,-63,-38,12,-341,9,-82
CCOC(=O)C1(C)CCN1C(=O)c1ccc(Cl)cc1Cl (stereo not drawn),·,-11,1,2,-3,·,-3,-19,-1,-9,-3
CCc1nc2n(n1)C(O)c1cc([N+](=O)[O-])ccc1S2 (stereo not drawn),-1,20,2,6,4,-5,3,7,10,-3,-28
Cc1nnc2n(Cc3ccccc3)c(=O)c3c4c(sc3n12)COC(C(C)C)C4 (stereo not drawn),1,8,1,10,23,0,9,-19,1,1,-17
CC1(C)Cc2c(C#N)c(SCc3nc4ccccc4[nH]3)nc(N3CCOCC3)c2CO1,3,16,17,-17,16,3,-5,34,27,-8,8
COc1ccc2oc(=O)c(C(C)=O)cc2c1,6,-2,3,8,4,-7,-5,2,-4,-17,-15
NNC(=O)CCc1nc2ccc(O)cc2[nH]1,3,12,-10,-5,12,-24,-2,-4,0,-3,22
CC1CCCCC1NCC(=O)Nc1ccccc1-c1ccccc1 (stereo not drawn),1,-1,6,-6,13,0,4,-8,17,5,-2
Clc1ccc(-c2nnc(-c3cccc4ccccc34)o2)cc1,·,-207,-72,9,-14,-22,-74,-24,-237,29,-49
O=C(NCc1ccccc1Cl)c1ccc2nnsc2c1,2,9,-2,-17,3,6,7,13,9,-12,-22
O=C(N1CCN(c2cccc(Cl)c2)CC1)C1(c2cccs2)CCOCC1,-2,14,-8,3,6,-2,16,4,23,-4,25
O=C1OC(Nc2nc(-c3ccc(F)cc3)cs2)c2ccccc21 (stereo not drawn),·,-69,49,-2,53*,-8,-9,59*,42,16,1
C[C@H](NC(=O)c1nc[nH]c1C(=O)N[C@@H](Cc1ccccc1)C(=O)OCc1ccccc1)c1ccccc1,-2,5,-14,9,-32,-1,-5,-1,4,-5,10
Cc1cc(S(=O)(=O)N2CCN=C2c2ccccc2)c(C)cc1Cl,-2,22,-31,-6,-9,-10,1,-13,17,-11,-4
CCOc1ccc(NC(=O)CSc2nncn2C)cc1,2,-16,6,4,10,-4,-8,2,-19,14,-24
Cc1sc2ncnc(N3CCC(C(=O)N(C)CC(=O)Nc4ccc(Cl)c(C(F)(F)F)c4)CC3)c2c1C,1,9,80,-26,49,7,58*,51*,64*,21,24
CNC(=O)NC(=O)C(C)N1CCN(C/C=C/c2ccccc2)CC1 (stereo not drawn),-2,16,-5,-10,9,-5,17,0,16,-13,23
CC(=O)CCc1ccccc1,1,3,-8,-5,4,0,2,-7,-9,9,4
O=C1NCCOC(=O)[C@@H](Cc2ccc(F)cc2)C/C=C\C[C@@H]1CC(=O)N(CCO)Cc1ccccc1,·,6,8,13,-11,13,-3,11,10,-17,0
Cc1c(O)ccc(-c2[nH]ncc2-c2nc3ccccc3s2)c1O,-2,-28,26,4,-20,2,19,11,7,-12,3
COC(=O)[C@@]1(Cc2ccc(F)cc2)[C@H]2c3cc(C(=O)N4CCCC4)n(CCSCCO)c3C[C@H]2CN1C(=O)c1ccccc1,·,11,·,·,·,·,-5,-1,·,-7,0
CCOC(=O)C1=C(COC(=O)Cc2ccccc2[N+](=O)[O-])NC(=O)NC1C (stereo not drawn),·,-3,22,12,-5,·,2,-11,2,1,14
O=C(COc1ncnc2ccc(Br)cc12)NCc1ccco1,0,20,9,4,-3,3,2,3,21,6,2
CS(=O)(=O)Cc1cccc(C(=O)NN(c2ccccc2)c2ccccc2)c1,0,10,-5,0,-15,9,-9,-2,6,-14,-19

# Part of the list above, set out differently:
# The line under a structure holds: NR2E3 ag-1 | HIF-2a inh | Shn3 3UTR inh | KKLEB tox | CF NFkB inh | TRPM1 prom inh | TROY NFkB inh | TWEAK-Fn14 inh | Peg3 prom inh | C8 TRAIL sens | NR2E3 ag-2
> Cc1c(C(=O)OCC[N+]2(C)CCCCC2)oc2ccccc12
    5 | 10 | -4 | 6 | -3 | 4 | 0 | -8 | -2 | -5 | 23
> Cc1nn(CC(=O)NCCc2ccc(Cl)cc2Cl)c(C)c1[N+](=O)[O-]
    -5 | 14 | 1 | -11 | 9 | -2 | -7 | -6 | 14 | -8 | 1
> Cc1cc(N2CCOCC2)n2ncc(-c3ccccc3Cl)c2n1
    · | -270 | -58 | -7 | 15 | -75 | -8 | 1 | -339 | 25 | -146
> O=C(Cn1cnc2ccccc2c1=O)Nc1ccc(N2CCOCC2)cc1
    -1 | 1 | -5 | 2 | 12 | -3 | -3 | 0 | 6 | -17 | -13
> CN(Cc1cccc2ncccc12)C(=O)CC1C(=O)NCCN1Cc1ccc(F)cc1 (stereo not drawn)
    4 | 14 | -11 | -10 | 10 | -6 | 3 | -2 | 15 | -1 | -36
> Cc1ccc(S(=O)(=O)NC(C)(C)CSc2ncccn2)cc1
    2 | 15 | 9 | -10 | 8 | 11 | 13 | -16 | 20 | 4 | 2
> COCCNC(=S)NNc1ccc(Cl)c(C(=O)O)c1
    -4 | 13 | 13 | 2 | 0 | 3 | -11 | 9 | 12 | 3 | -1
> COc1ccc(OC)c(-c2nnc3n2N=C(c2ccc(OC)c(OC4CCOC4)c2)CS3)c1 (stereo not drawn)
    · | 20 | 12 | -10 | 54* | 71* | 27 | 22 | 2 | -1 | 12
> O=C1c2ccccc2NC(c2cn[nH]c2-c2ccccc2)N1O (stereo not drawn)
    0 | -12 | -6 | -8 | -3 | 6 | -15 | -1 | -2 | -3 | -17
> COCCCNc1nc(N)c([N+](=O)[O-])c(NCC2CCCO2)n1 (stereo not drawn)
    -1 | -4 | 1 | -2 | 10 | -5 | -16 | -7 | 11 | -8 | -11
> O=C(c1ccc(F)cc1)N1CCCC(c2nc(-c3ccncc3)no2)C1 (stereo not drawn)
    3 | 4 | -3 | 19 | -2 | 3 | 4 | 15 | 11 | -10 | 1

# These rows are one share of the data. The share of hits here may be higher or lower than overall.
